# Compound activity from PubChem BioAssay.
# G6PDH CS = L. mesenteroides G6PDH inhibition counter-screen; Purified L. mesenteroides G6PDH, diaphorase/resazurin coupled fluorescence, 45 min; inhibition, % at 5 µM; 0.12% of 200,000 active; in the data active means inhibition above about 50%
# HMGR II inh = blocks class II HMG-CoA reductase of Enterococcus faecalis. purified E. faecalis HMGR, NADPH absorbance 340 nm kinetic. inhibition, % at 10 µM. 0.41% of 190,000 active. AID 1066;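 active means inhibition above a set limit, the median over all tested compounds plus 3 SD, cut at about 9.5% in these data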;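 further: enzyme runs in reverse so mevalonate oxidation gives rising NADPH absorbance; 0% = complete reaction with DMSO and 100% = background rate lacking mevalonate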
# Hsp70 activator = Hsp70 transcriptional activation, primary screen | activation, % at 10 µM | HeLa Hsp70 promoter luciferase reporter, luminescence; scaled: vehicle 0, proteasome-inhibitor control 100% | AID 1203 | 0.04% of 200,000 active;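 active means activation above the mean across all tested compounds plus 3 SD, cutoff set per campaign, cut at about 5.5% in these data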;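 further: 100% = MG132 at 30 µM as the positive control and 0% = DMSO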
# APP 5UTR inh = APP translation inhibition | SH-SY5Y APP 5'UTR-luciferase reporter, luminescence | inhibition, % at 2 µM | 0.82% of 190,000 active | AID 1285;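 active means inhibition above a set limit, derived from the sample mean plus 3 SD, cut at about 45% in these data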; further: values of inactives mirror those of a sister screen read the other way
# DTT redox prof = compounds producing H2O2 with reducing agent – biochemical, NIH compound library profiling, artefact control for MLSCN library redox annotation, primary screen; DTT-dependent redox cycling H2O2, phenol red/HRP absorbance; 100% = 100 µM peroxide control, 0% = buffer; activation, % at 10 µM; 0.03% of 200,000 active; AID 878;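 active means activation of at least 50% relative to the plate's high and low controls in the primary single-dose screen; inactive means activation below 50%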;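 further: compound incubated with DTT at 0.8 mM final as the reducing agent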
# FLuc inh counter = counter-screen for luciferase assay inhibitors: firefly luciferase inhibition | P08659 | ATPLite firefly luciferase biochemical luminescence, 10 min | inhibition, % at 10 µM | 1.5% of 200,000 active | AID 1006;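 active means inhibition above about 50% when tested at 10 µM, limit read from the data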
# Target sequence (P08659 whole entry, looked up): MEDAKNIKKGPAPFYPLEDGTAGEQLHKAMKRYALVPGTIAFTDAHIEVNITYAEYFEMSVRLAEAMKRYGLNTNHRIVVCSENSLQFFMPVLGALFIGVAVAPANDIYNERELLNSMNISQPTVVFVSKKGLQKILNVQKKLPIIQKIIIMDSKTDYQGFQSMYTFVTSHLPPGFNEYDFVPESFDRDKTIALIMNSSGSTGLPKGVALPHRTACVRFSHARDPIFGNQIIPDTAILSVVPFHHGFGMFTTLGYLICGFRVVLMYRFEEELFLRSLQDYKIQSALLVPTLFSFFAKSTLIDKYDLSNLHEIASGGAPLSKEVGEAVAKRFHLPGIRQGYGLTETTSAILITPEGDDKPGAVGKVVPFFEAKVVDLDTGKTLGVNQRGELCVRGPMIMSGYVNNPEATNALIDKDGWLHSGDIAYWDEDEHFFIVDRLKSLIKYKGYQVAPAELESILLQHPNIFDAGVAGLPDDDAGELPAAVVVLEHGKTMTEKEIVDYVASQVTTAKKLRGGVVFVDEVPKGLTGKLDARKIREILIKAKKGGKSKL
# APP 5'UTR act = activates APP 5'UTR luciferase reporter; SH-SY5Y APP 5'UTR luciferase reporter, luminescence; zero percent = DMSO vehicle wells; activation, % at 2 µM; 1% of 190,000 active; AID 1276;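 active means activation above a set limit, based on mean plus 3 SD of controls, cut at about 140% in these data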; further: values of inactives mirror those of a sister screen read the other way
# FLuc stim CS = affects firefly luciferase, flagging false hits in luciferase stimulation screens; AID 1027; P08659; activation factor at 10 µM; ATPlite luciferase biochemical, luminescence, 10 min; 0 = ATP-free wells, 1 = DMSO control; 200,000 tested, under 10 active;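 active means luciferase activation factor, scaled between plate controls, of at least 2 with compound at 10 µM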
#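 Assay system: Luciferase/luciferin reagent mix; Medium: PBS as buffer for the ATP substrate; Dosing: test compounds dosed from 2 mM stocks in 100% DMSO; Times: 10 min, room temperature; Signal: luminescence from luciferase reaction; Read-out: luciferase activation; Controls: No-ATP low control, compound-free enzyme-plus-ATP high control.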
# NF-kB neuron act = compounds increasing NF-kB expression in human neuronal cells; AID 1239; NF-kB reporter expression; hits give high values; fold change at 12.5 µM; 1.6% of 190,000 active; in the data active means fold change above about 3.3
# STAT1 act = STAT1 signaling activation | NIH 3T3 STAT1-luciferase reporter, IFN-gamma, luminescence; 100% = IFN-gamma alone, no compound | activation (% of control), % at 5.5 µM | 2.6% of 200,000 active;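 active means activation above the screen-wide mean activation plus 3 SD, cut at about 130% in these data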;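 further: raw ratio to IFN-gamma control signal so 100% means no change and 0% no light; values of inactives mirror those of a sister screen read the other way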
# * = called active by the depositor; · = no result given.
SMILES,G6PDH CS,HMGR II inh,Hsp70 activator,APP 5UTR inh,DTT redox prof,FLuc inh counter,APP 5'UTR act,FLuc stim CS,NF-kB neuron act,STAT1 act
Fc1ccc(CCNCc2ccccc2Cl)cc1,-3.6,1.3,-0.2,-2.4,0.2,-9.0,2.4,1.1,1.31,102.9
CCCC[N+]12CCC(CC1)C(=C(c1ccccc1)c1ccccc1)C2,-7.7,-0.1,-0.2,8.2,0.0,-0.2,-8.2,1,0.82,93.1
Fc1ccc(C(OCCN2CCCC2)c2ccc(Br)cc2)cc1 (stereo not drawn),10.3,-3.3,-0.2,9.5,-0.1,-3.8,-9.5,1,1.13,103.1
NCCCC(=O)OC1N=C(c2ccccc2Cl)c2cc(Br)ccc2NC1=O (stereo not drawn),4.2,-2.3,-0.3,5.4,-2.7,-4.4,-5.4,1,1.06,107.1
COc1cccc(OC)c1C1=NCC(=O)Nc2c1oc1ccc(Br)cc21,-13.8,-6.8,0.4,92.7*,-0.1,-6.2,-92.7,1.1,2.79,91.5
Cc1cccc(NC(=O)CSc2nnc([C@@H](N)Cc3c[nH]c4ccccc34)o2)c1C,3.9,-0.8,0.0,6.0,1.9,0.0,-6.0,1,1.09,97.8
CC12CN3CN(C1)CC(c1ccccc1)(C3)C2=O,2.2,-7.4,-0.2,-1.0,-0.4,-3.1,1.0,1,1.07,110.9
CC(=NCc1ccco1)c1c(O)n(Cc2ccccc2)c(=O)[nH]c1=O,5.4,-5.5,0.1,20.0,-5.2,-9.1,-20.0,1.1,0.88,102.6
C/C(=N\N1CCN(C)CC1)c1c(O)[nH]c(=O)[nH]c1=O,4.7,-1.5,-0.1,7.4,-0.3,5.1,-7.4,0.9,1.02,96.0
CN1CCC(OC(=O)Cc2ccccc2)CC1,5.4,-4.8,0.3,-1.7,-0.8,-1.4,1.7,1,1.06,95.6

# Laid out differently: entries from further up.
SMILES	G6PDH CS	HMGR II inh	Hsp70 activator	APP 5UTR inh	DTT redox prof	FLuc inh counter	APP 5'UTR act	FLuc stim CS	NF-kB neuron act	STAT1 act
Fc1ccc(CCNCc2ccccc2Cl)cc1	-3.6	1.3	-0.2	-2.4	0.2	-9.0	2.4	1.1	1.31	102.9
CCCC[N+]12CCC(CC1)C(=C(c1ccccc1)c1ccccc1)C2	-7.7	-0.1	-0.2	8.2	0.0	-0.2	-8.2	1	0.82	93.1
Fc1ccc(C(OCCN2CCCC2)c2ccc(Br)cc2)cc1 (stereo not drawn)	10.3	-3.3	-0.2	9.5	-0.1	-3.8	-9.5	1	1.13	103.1
NCCCC(=O)OC1N=C(c2ccccc2Cl)c2cc(Br)ccc2NC1=O (stereo not drawn)	4.2	-2.3	-0.3	5.4	-2.7	-4.4	-5.4	1	1.06	107.1
COc1cccc(OC)c1C1=NCC(=O)Nc2c1oc1ccc(Br)cc21	-13.8	-6.8	0.4	92.7*	-0.1	-6.2	-92.7	1.1	2.79	91.5
Cc1cccc(NC(=O)CSc2nnc([C@@H](N)Cc3c[nH]c4ccccc34)o2)c1C	3.9	-0.8	0.0	6.0	1.9	0.0	-6.0	1	1.09	97.8
CC12CN3CN(C1)CC(c1ccccc1)(C3)C2=O	2.2	-7.4	-0.2	-1.0	-0.4	-3.1	1.0	1	1.07	110.9
CC(=NCc1ccco1)c1c(O)n(Cc2ccccc2)c(=O)[nH]c1=O	5.4	-5.5	0.1	20.0	-5.2	-9.1	-20.0	1.1	0.88	102.6

# Remaining list, next part
SMILES,G6PDH CS,HMGR II inh,Hsp70 activator,APP 5UTR inh,DTT redox prof,FLuc inh counter,APP 5'UTR act,FLuc stim CS,NF-kB neuron act,STAT1 act
O=C1NC(=O)N(c2ccccc2)C(=O)/C1=C/c1ccoc1,1.2,-2.1,-0.2,-4.5,-0.9,-5.3,4.5,1.1,1.04,96.6
O=C1NC(c2cccnc2)Nc2sc3c(c21)CCCC3 (stereo not drawn),5.9,-1.5,0.5,-3.0,0.1,1.0,3.0,1,1.74,110.6
CCOCCCN=Cc1c(O)n(Cc2ccccc2)c(=O)[nH]c1=O,5.9,2.7,-0.2,0.1,3.3,-6.7,-0.1,1.1,0.97,102.6
O=P(/C(=N/O)N1CCOCC1)(N1CCOCC1)N1CCOCC1,8.6,-1.3,-0.5,-0.9,8.6,-7.3,0.9,1.1,1.03,109.1
CC(=O)C1C2c3ccccc3O[C@@]1(C)N=c1s/c(=C/c3ccoc3)c(=O)n12 (stereo partly drawn),7.7,-2.0,-0.4,6.0,-0.5,3.4,-6.0,1,1.02,88.2
C(#CCN1CCCCC1)COCc1ccccc1,12.4,0.3,0.0,-21.1,-0.5,-6.2,21.1,1.1,1.39,108.5
Cc1cccc(OP(=O)(Nc2cccnc2)Oc2cccc(C)c2)c1,5.6,-8.8,-0.3,-0.5,0.3,-2.6,0.5,1,0.69,101.8
CN1C(=O)c2ccccc2NC(=O)[C@]12O[C@@H]2c1ccccc1,11.2,-1.1,-0.2,11.8,-0.6,-7.1,-11.8,1.1,0.86,101.3
Cc1nn(CCC#N)c2c1P(=S)(N1CCCC1)OC(c1ccc(F)cc1)=N2 (stereo not drawn),15.5,1.3,0.4,-12.6,2.1,-4.5,12.6,1,0.97,95.6
CP(=O)(Nc1ccccc1)C(Cl)(Cl)Cl (stereo not drawn),0.0,-4.5,-0.1,1.0,-2.4,0.2,-1.0,1,1.34,101.7
CN1CCC(N(C)c2ncnc3ccc(Br)cc23)CC1,-22.4,-4.5,-0.1,8.8,0.5,-5.8,-8.8,1.1,1.13,104.3
COc1cccc(CCNCc2ccc(SC)cc2)c1,1.7,-9.8,-0.2,-16.7,0.0,-1.4,16.7,1,0.9,91.9
COc1cccc(NP(=O)(Oc2ccccc2)Oc2ccccc2)c1,-20.7,-8.9,-0.3,6.6,0.4,-3.3,-6.6,1,0.83,100.8
N#CCP(=S)(c1ccccc1)c1ccccc1,2.9,-0.1,-0.2,4.8,0.1,-0.9,-4.8,1,1.17,102.3
Cc1ccc2c(c1)C1CN(C)CCC1N2C(=O)Cc1cccs1 (stereo not drawn),-2.3,2.9,0.1,-14.2,-2.9,-4.1,14.2,1,1.08,96.7
Cc1ccc2c(c1)C1CN(C)CCC1N2C(=O)c1cn(-c2ccccc2)nc1-c1ccccc1 (stereo not drawn),-0.1,-4.2,0.0,3.6,-0.8,1.1,-3.6,1,0.8,93.7
Cc1csc(=N)n1Cc1ccccc1,-13.7,3.5,-0.3,·,-0.3,-6.1,·,1.1,1.2,96.4
Cc1sc2ncn(CC(=O)N3CCC4(CC3)OCCO4)c(=O)c2c1C,-3.4,4.2,-0.1,-9.3,-0.5,-1.0,9.3,1,0.91,99.3
CN1C(=O)N(C)C(=O)C(CCc2ccncc2)(CCc2ccncc2)C1=O,7.8,2.8,-0.5,6.1,-1.2,-6.7,-6.1,1.1,0.9,92.9
CN1CCN(C(=O)Cc2nc3ccccc3[nH]2)CC1,10.5,-1.8,-0.3,-15.3,-0.6,-4.3,15.3,1,1.3,105.6

# 2 compounds from above, showing only STAT1 act, FLuc inh counter and APP 5UTR inh.
smiles,STAT1 act,FLuc inh counter,APP 5UTR inh
Cc1csc(=N)n1Cc1ccccc1,96.4,-6.1,·
Cc1sc2ncn(CC(=O)N3CCC4(CC3)OCCO4)c(=O)c2c1C,99.3,-1.0,-9.3

# Further results follow:
SMILES,G6PDH CS,HMGR II inh,Hsp70 activator,APP 5UTR inh,DTT redox prof,FLuc inh counter,APP 5'UTR act,FLuc stim CS,NF-kB neuron act,STAT1 act
O=C(CCNS(=O)(=O)c1ccccc1)Nc1ccc(Cl)cc1C(=O)c1ccccc1,12.1,-8.3,-0.3,16.9,0.0,-2.4,-16.9,1,0.85,101.5
O=C(CN1CCCCC1)c1ccccc1Cl,1.1,-3.4,-0.4,-2.9,-0.7,2.4,2.9,1,1.15,108.4
CC(C)(C)c1ccc(CN2C(=O)CN=C(c3ccccc3)c3ccccc32)cc1,-2.4,0.3,-0.3,-14.9,1.4,4.0,14.9,1,1.03,92.1
COc1ccc(C(C)=O)cc1CC(C(=O)c1ccc(Br)cc1)N(C)C (stereo not drawn),-6.9,-0.9,-0.4,-2.8,-0.2,-4.6,2.8,1,1.1,103.5
O=C(O)CCn1cc(C=C2C(=O)NC(=S)NC2=O)c(-c2ccccc2)n1,13.4,-6.2,-0.3,10.7,-1.2,5.1,-10.7,0.9,·,108.6
Cc1ccc2nc(-c3ccncc3)cc(C(=O)N3CCC4(CC3)OCCO4)c2c1,5.5,1.0,0.4,-1.6,0.1,-2.1,1.6,1,0.37,103.4
Cc1nn(C2CCOC(C)(C)C2)c2c1C(c1ccc3c(c1)OCO3)SCC(=O)N2 (stereo not drawn),3.4,-1.2,0.0,4.7,-4.1,-4.2,-4.7,1,1.05,95.7
O=C(c1ccc2c3c(cccc13)CC2)C1CCCN(Cc2ncc[nH]2)C1 (stereo not drawn),4.6,1.6,-0.2,15.2,0.4,-3.6,-15.2,1,0.98,99.5
CCN1CCN(c2ccc([N+](=O)[O-])cc2C#N)CC1,-2.9,3.5,-0.3,7.2,0.1,-4.7,-7.2,1,0.64,101.8
CC(C)C(=O)N1CCN(CCN=Cc2c(O)n(C)c(=O)n(C)c2=O)CC1,2.7,4.3,-0.1,-15.9,2.8,4.4,15.9,1,0.98,93.7
O=C(c1cc(C(=O)NCc2ccccc2)c(=O)n(Cc2ccccc2)c1)c1cc(Br)ccc1O,11.2,0.7,-0.4,10.2,-0.1,-3.7,-10.2,1,1.03,98.1
Cc1ccc(CN2C(=O)CN=C(c3ccccc3)c3ccccc32)cc1,7.8,-1.2,-0.1,13.9,0.1,-3.3,-13.9,1,0.91,95.8
O=C1NC(=O)C(CCc2ccncc2)(CCc2ccncc2)C(=O)N1Cc1ccccc1,12.3,2.6,0.0,5.0,-0.7,-6.2,-5.0,1.1,1.18,95.8
CCn1c(=O)cc(SCC(=O)N2CCC3(CC2)OCCO3)c2ccccc21,3.1,-0.1,0.4,-11.4,-0.1,-7.4,11.4,1.1,1.42,83.6
COc1cc(C(c2c(O)c3ccccc3oc2=O)c2c(C)n(C)n(-c3ccccc3)c2=O)ccc1O (stereo not drawn),-0.8,-1.3,-0.3,5.6,-0.2,1.3,-5.6,1,0.94,101.2
CCOc1ccc2oc(C(=O)NN3C(C)CCCC3C)c(C)c2c1 (stereo not drawn),1.2,-1.6,-0.3,4.9,-1.0,-6.6,-4.9,1.1,1.21,105.8
CCOC(=O)c1c(N)n(Cc2ccco2)c2nc3ccccc3nc12,5.8,0.5,-0.5,18.0,1.6,-7.2,-18.0,1.1,0.48,101.6
Cc1cc(C=O)c(C)n1C1CC1,-3.4,2.0,-0.2,-3.4,-1.5,-6.2,3.4,1.1,1.06,102.3
O=C1CCN(C(=O)C(Cl)Cl)N1,-6.5,-3.1,0.0,-9.2,10.9,-4.6,9.2,1,1.34,97.4
O=C(CCn1c(=O)oc2ccccc21)N1CCC2(CC1)OCCO2,4.9,-2.8,-0.2,-4.1,-2.6,-0.2,4.1,1,1.23,102.4
CSc1ccccc1C(=O)C1CCCN(Cc2ccn[nH]2)C1 (stereo not drawn),5.1,-2.4,-0.3,19.5,0.1,-3.2,-19.5,1,0.94,105.6
CCN1CCN(CC(=O)c2c(C)n(Cc3ccccc3)c3ccc(OC)cc23)CC1,3.2,1.9,-0.2,8.2,-0.7,-3.9,-8.2,1,1,91.6

# An excerpt. The share of hits here may be higher or lower than overall.
